Giardia killer: kills Giardia lamblia; Giardia lamblia trophozoite viability; AID 540267; actives 0.15% (n = 340,000); activity change, % at 7.66 µM, hits read low; in the data active means activity change below about -80%; inconclusive means between about -30% and that limit;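 further: parasites exposed to compound for two days anaerobically before the ATP read; on the % scale 0 is the no-effect control and ±100 the full control effect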
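Trophozoite viability was measured as ATP-dependent luminescence, read 15-30 min after reagent addition. Before that, parasites at 100 cells/well were exposed to compounds for 48 h, anaerobically, at 37 deg C.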
VP16 counter: inhibits Gal4-VP16 luciferase reporter, ROR gamma counter-screen; Potency, µM (titrated, usually from 53.6 µM), without a hit: top-dose activity, negative = inhibition, actives largely listed as inhibitors; Drosophila S2 Gal4-VP16 UAS-luciferase, luminescence, 20 h; actives 3.5% (n = 310,000);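 further: Gal4-VP16 expression switched on by copper sulfate through the metallothionein promoter; potency means the concentration at half of the fitted maximal effect; on the % scale 0 is the no-effect control and ±100 the full control effect; nearly all actives have a fitted effect of over 50% in size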
Rab9 prom act: activates the Rab9 promoter | Huh7 Rab9 promoter-luciferase reporter, luminescence, 24 h | Potency, µM (titrated, usually from 9.22 µM), without a hit: top-dose activation, negative = inhibition, most hits filed as activators | actives 2.8% (n = 320,000) | AID 485297; further: potency means the concentration at half of the fitted maximal effect; % of control where 0% means no effect; nearly all actives have a fitted effect of over 60% in size
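Cells were plated at 1500 per well in reduced-serum medium with 10% FBS and left 2 h. Compound in DMSO was then added for 24 h at 37 °C. Reporter signal was read by luminescence after 10 min with luciferase detection reagent.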
uPA generation: inhibitors of cell surface uPA generation. cell surface uPA generation assay, qHTS. Potency, µM (doses to about 38.3 µM), for inactives: at the highest dose activity change, negative = inhibition, most hits filed as inhibitors. actives 0.31% (n = 330,000); active means well fitted inhibition curve with a large enough effect; inconclusive means small, poorly fitted or top-dose-only effect; inactive means no such curve, though single readings can be large or run the other way; tested in mouse RAW 264.7 cells; further: potency means the concentration at half of the fitted maximal effect; on the % scale 0 is the no-effect control and ±100 the full control effect; nearly all actives have a fitted effect of over 55% in size
KCNH2 3.1 block: KCNH2 3.1 (human) potassium channel inhibition | U2OS KCNH2 3.1, thallium flux FluxOr; hits give low values | activity change, % (tested at about 1.8 µM) | actives 0.95% (n = 340,000) | AID 720553;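 active means maximum activity change below -70%; inconclusive means maximum activity change from -70% to -50%; inactive means maximum activity change above -50%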;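 further: thallium influx rate constant from kinetic fluorescence after stimulation buffer; on the % scale 0 is the no-effect control and ±100 the full control effect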
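Normalized rate constant (relative to positive and negative DMSO controls) derived from a 2 min kinetic fluorescence read after stimulation; U2OS cells expressing the 3.1 isoform via virus at 1.77 x 10^8 /mL.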
NPC1 promoter act: NPC1 promoter activation; Potency, µM (titrated, usually from 9.22 µM), inactives show top-dose activation, actives largely listed as activators; actives 2.4% (n = 320,000); AID 485313; Huh7 NPC1 promoter luciferase reporter, 24 h;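 further: potency means the concentration at half of the fitted maximal effect; % of control where 0% means no effect; nearly all actives have a fitted effect of over 60% in size; reporter is driven by a mutant NPC1 promoter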
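Readout is luciferase luminescence, reflecting NPC1 promoter activation in stably transfected Huh7 cells after 24 h compound exposure at 37 °C in reduced-serum medium with 10% FBS.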
Coupling enz: inhibits coupling enzyme system, counter-screen for aldolase hits; actives 0.67% (n = 290,000); activity change, negative = inhibition, % at 58.2 µM, hits read low; AID 2472; coupling enzyme system counterscreen, AmpLite Red fluorescence; in the data active means activity change below about -30%; further: on the % scale 0 is the no-effect control and ±100 the full control effect
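Compounds tested against the coupling enzymes alone at 57.5 uM final; readout was AmpLite Red fluorescence (525/598 nm) after 20 min at RT.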
Tb PFK block: inhibitors of T. brucei phosphofructokinase; O15648; T. brucei PFK, ADP-Glo luminescence; Potency, µM (doses to about 57.5 µM), without a hit: at the highest dose activity, negative = inhibition, most hits filed as inhibitors; actives 0.17% (n = 330,000); AID 485367;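 further: potency means the concentration at half of the fitted maximal effect; 0% = uninhibited 1x PFK enzyme wells and -100% = no-enzyme wells; nearly all actives have a fitted effect of over 60% in size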
Target sequence (O15648 whole entry, looked up): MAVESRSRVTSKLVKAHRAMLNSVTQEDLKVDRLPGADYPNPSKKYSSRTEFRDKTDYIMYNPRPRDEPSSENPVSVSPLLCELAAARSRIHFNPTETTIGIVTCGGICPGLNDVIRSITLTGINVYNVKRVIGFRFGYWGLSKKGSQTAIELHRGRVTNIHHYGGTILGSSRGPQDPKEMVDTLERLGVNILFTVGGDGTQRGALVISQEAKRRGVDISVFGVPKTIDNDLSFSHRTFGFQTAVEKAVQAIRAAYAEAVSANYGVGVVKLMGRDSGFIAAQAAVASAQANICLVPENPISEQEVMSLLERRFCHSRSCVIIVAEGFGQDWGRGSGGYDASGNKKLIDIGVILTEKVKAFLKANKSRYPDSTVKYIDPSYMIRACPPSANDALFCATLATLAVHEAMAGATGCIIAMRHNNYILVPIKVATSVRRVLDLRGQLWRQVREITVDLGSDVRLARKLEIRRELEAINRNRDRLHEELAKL
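Activity is normalized to no-enzyme wells (full inhibition) and 1.25 nM enzyme wells (no inhibition). Reaction: 0.5 mM F6P, 0.1 mM ATP, 45 min RT, ADP-Glo luminescence; concentration-response curves fitted and classed by quality.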
ELG1 genotoxic: induces genotoxicity in HEK293T cells with luciferase-tagged ELG1; HEK293T ELG1-luciferase reporter, luminescence, 16 h; Potency, µM (series often up to 46 µM), for inactives: top-dose activity change, positive = activation, actives largely listed as activators; actives 1.3% (n = 330,000); further: potency means the concentration at half of the fitted maximal effect; % of control where 0% means no effect; nearly all actives have a fitted effect of over 60% in size
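Screening used a luciferase reporter fused to human ELG1 in HEK293T cells. Luminescence was read on a CCD plate imager after 16 hr exposure and 30 min ONE-Glo incubation.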
FLuc counter: inhibits or activates purified firefly luciferase, miR-21 counter-screen; P08659; purified FLuc, Km substrates, luminescence inhibition; actives 6.9% (n = 360,000); Potency, µM (doses to about 57.5 µM), without a hit: at the top dose activity change, negative = inhibition, usual class: inhibitors; AID 588342;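 further: potency means the concentration at half of the fitted maximal effect; plate controls were vehicle for no effect and reference inhibitor for full effect; nearly all actives have a fitted effect of over 55% in size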
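Biochemical qHTS of compounds, final roughly 60 µM downward over six points, against 10 nM purified firefly luciferase using Km concentrations of substrates (10 uM D-luciferin, 10 uM ATP) in Tris acetate pH 7.5 buffer; luminescence output.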
RORg inh: ROR gamma (mouse) transcription inhibition | P51450 | Drosophila S2 Gal4-RORgamma UAS-luciferase reporter, 20 h | Potency, µM (highest dose often 53.6 µM), without a hit: at the top dose activity change, negative = inhibition, hits mostly inhibitors | actives 5.4% (n = 310,000); further: potency means the concentration at half of the fitted maximal effect; on the % scale 0 is the no-effect control and ±100 the full control effect; nearly all actives have a fitted effect of over 60% in size
Target sequence (P51450 whole entry, looked up, the tested form may be a part): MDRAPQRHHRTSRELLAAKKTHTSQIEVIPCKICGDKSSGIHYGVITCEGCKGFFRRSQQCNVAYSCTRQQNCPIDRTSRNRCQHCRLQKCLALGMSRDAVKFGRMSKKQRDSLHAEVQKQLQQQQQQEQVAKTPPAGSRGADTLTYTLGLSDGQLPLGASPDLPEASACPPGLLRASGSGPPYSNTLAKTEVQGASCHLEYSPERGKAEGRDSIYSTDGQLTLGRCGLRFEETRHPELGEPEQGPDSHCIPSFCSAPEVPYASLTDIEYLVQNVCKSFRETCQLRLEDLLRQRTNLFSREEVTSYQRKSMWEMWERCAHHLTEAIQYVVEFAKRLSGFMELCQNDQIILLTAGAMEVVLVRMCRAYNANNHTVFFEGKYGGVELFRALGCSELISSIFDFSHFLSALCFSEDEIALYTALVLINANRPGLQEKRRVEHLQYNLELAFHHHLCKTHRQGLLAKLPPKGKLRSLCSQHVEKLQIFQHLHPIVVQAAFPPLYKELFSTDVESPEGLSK
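Read-out: Photinus luciferase luminescence; inhibitors lower reporter signal. Insect Schneider cells with Gal4-ROR gamma fusion under metallothionein promoter, UAS reporter; 700 uM final copper sulfate induction, 20 hr, ambient temperature.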
Active calls of the source: *; ? = inconclusive; . = no result given; [ ] = dose if it differs, or a comment. Unless noted, the call rests on the fitted dose curve; in most records, active means well fitted curve in the direction sought with a large enough effect; inconclusive means small, poorly fitted or top-dose-only effect, or another doubt; inactive means no such curve, though single readings can be large; an effect the other way counts as inactive or inconclusive.

cpd	SMILES	NPC1 promoter act	ELG1 genotoxic	RORg inh	Coupling enz	Rab9 prom act	KCNH2 3.1 block	Giardia killer	FLuc counter	uPA generation	VP16 counter	Tb PFK block
1	O=C(COC(=O)Cc1ccc(Cl)cc1)NC1CCCC1	-8%	1%	.	.	-1%	-3	-19	5%	7%	.	-2%
2	Cc1ccc2nc3c(cc(C#N)c(=O)n3CCN3CCOCC3)c(=O)n2c1	5%	1%	23%	-1	2%	.	.	-10%	.	-17%	-2%
3	Cn1c(-c2ccc(=O)[nH]c2)nc2ccccc21	1%	11%	-2%	-33*	9%	4	13	-7%	4%	6%	3%
4	CCOc1cc([C@@H]2C[C@H]3CN(c4ccccc4)C(=O)[C@]34CCCN24)ccc1OC	-20%	-3%	-2%	0	-42%[inhibitor]	9	-8	1%	-16%	-5%	-5%
5	Cc1ccc2[nH]cc(CCNC(=O)C3CCCCC3)c2c1	1%	-6%	?	0	-1%	-9	5	2%	15%	-2%	-4%
6	CN(C)c1nc(N)nc(CSc2n[nH]c(-c3ccccc3)n2)n1	-3%	3%	-25%	3	7%	0	3	-3%[2.3 µM]	0%	15%	8%
7	CC1CN(C(=O)c2ccccc2)C(=Nc2cccc(S(=O)(=O)N(C)C)c2)S1 (stereo unspecified)	3%	0%	?	-5	-1%	-9	9	-7%	-5%	15%	-1%
8	COC(=O)c1ccccc1NC(=O)c1ccc(COc2ccccc2)o1	.	.	38%	2	.	-49	9	1%	-1%	20%	.
9	NC1=NCC(O)=C1c1nc2ccccc2[nH]1	-5%	1%	11µM*	2	12%	-1	-6	-6%	7%	9%	-2%
10	Cc1ccc(C)c(N2CCN(C(=S)Nc3ccc4nc(N5CCN(C)CC5)cc(C)c4c3)CC2)c1	-8%	-6%	11µM*	-10	-14%	-90*	?	-1%	-1%	?	-1%
11	O=C(COc1ccc(S(=O)(=O)N2CCCCC2)cc1)Nc1ccccc1F	-4%	-12%	16%	.	0%	-6	7	-1%	1%	1%	-2%
12	CCc1ccc(NC(=S)N2CCNC(=O)C2CC(=O)OC)cc1 (stereo unspecified)	-2%	4%	-41%	0	-6%	-18	-16	4%	4%	4%	-3%
13	CCOC(=O)c1cc(-c2ccccc2)sc1NC(=O)c1cc(OC)c(OC)c(OC)c1	-5%	0%	-7%[10 µM]	3	-11%	11	8	-2%	-2%	-2%	-4%
14	CCn1cc(C2=NC(c3ccccc3)CO2)c2ccccc21 (stereo unspecified)	-6%	6%	10µM*	1	-2%	1	-1	?	-10%	-9%	1%
15	Cc1ccc(NC(=O)CCSCCC(=O)Nc2ccc(C)c(C)c2)cc1C	-1%	0%	-3%	1	-4%	0	2	17µM*	3%	-12%	4%
16	CC(O)CNc1nc2ccccc2n1CC(=O)NCC(F)(F)F (stereo unspecified)	0%	4%	2%	-2	0%	-4	-16	-1%	1%	1%	?
17	CCc1nn(C(CC)C(=O)NCC(C)c2ccccc2)c(=O)c2cc3occc3n12 (stereo unspecified)	0%	0%	-5%	0	-5%	11	26	2%	4%	6%	1%
18	O=[N+]([O-])c1ccc(N/N=C/c2sc(N3CCOCC3)nc2-c2ccccc2)c(S(=O)(=O)Nc2ccc(Cl)cc2)c1	-45%[inhibitor]	-17%	?	-5	-54%[inhibitor]	-4	3	-1%	?	3.2µM*	3%
19	Cc1cccc(N2CCN(CC(=O)N(C)Cc3ccccc3)CC2C)c1 (stereo unspecified)	-4%	-4%	26%	3	-1%	5	17	4%	11%	2%	-5%
20	O=c1[nH]nc(Cc2ccc(-c3ccccc3Cl)o2)c2ccccc12	0%	-3%	-1%	2	1%	0	7	0%	0%	-14%	-8%
21	CCOC(=O)c1c(C)[nH]c(C(=O)COC(=O)C(C)Oc2ccc(Cl)cc2Cl)c1C (stereo unspecified)	2%	4%	17%	-1	-4%	-9	5	3%	2%	1%	7%
22	Cc1nc(C)n(C)c(=O)c1-c1ccccc1	-3%	-1%	-35%	1	0%	-8	14	2%	-6%	-8%	-1%
23	CCOc1cc(C2C(C(=O)c3ccc(C)cc3)=C(C(=O)OC)Nc3nnnn32)ccc1O (stereo unspecified)	1%	0%	-9%	4	16%	-14	-11	1%	2%	5%	3%
24	C/C=C/C(=O)OCC(=O)Nc1cccc(Br)c1	2%	1%	2%	3	8%	11	-13	6%	0%	-14%	-20%
25	Cc1ccc(C(=O)CSc2cc(C)nc(SCC(=O)c3ccccc3)n2)cc1	-2%	-22%	17%	4	-1%	-18	1	3%	-2%	6%	-1%
26	COC(=O)C1CCN(C(c2ccc(OC)c(OC)c2)c2sc3nc(C)nn3c2O)CC1 (stereo unspecified)	-2%	14%	15%	4	-8%	5	17	-2%	7%	9%	-1%
27	O=C(Nc1ccc2nc(-c3ccccn3)c(-c3ccccn3)nc2c1)N1CCOCC1	-10%	-6%	11%	1	-11%	?	-17	-3%	1%	-10%	-1%
28	CN1CCN(NC(=O)c2cc(-c3ccc(Cl)s3)nc3ccccc23)CC1	-3%	?	-4%	4	-2%	2	16	?	-6%	-5%	-2%
29	Cc1cccc(Oc2ccccc2NC(=O)CN2C(=O)NC3(CCCC3)C2=O)c1	-8%	1%	.	.	0%	4	1	4%	0%	.	1%
30	COc1cccc(NC(=O)NCCCSC2CCCCC2)c1	-5%	-1%	-1%	4	-9%	11	2	?	.	1%	-1%
31	O=C(CSc1nnc2ccc(-c3ccncc3)nn12)Nc1ccc(F)cc1	11%	-1%	.	.	2%	4	19	1%	-2%	.	0%
32	O=[N+]([O-])c1ccc(F)cc1OCc1cccc(S(=O)(=O)N2CCOCC2)c1	-3%	2%	.	.	0%	2	9	4%	2%	.	-4%
33	Cc1nc2ccccn2c1C(=O)N/N=C/c1ccc(CNC(=O)C(=O)Nc2ccccc2)o1	-5%	3%	25%	-13	2%	5	-20	19µM*	8%	1%	4%
34	Cc1c(NC(=O)c2cc(S(=O)(=O)N3CCCCC3)ccc2Cl)c(=O)n(-c2ccccc2)n1C	.	3%	.	.	.	-9	-14	.	-1%	.	3%
35	CS(=O)(=O)Nc1ccc(-c2nnc3n2CCCCC3)cc1	-2%	0%	5%	-1	-7%[1.84 µM]	4	0	-1%	-8%	1%	0%
36	COc1ccc(S(=O)(=O)N2CCC(C(=O)Nc3ccccc3N3CCCC3)CC2)cc1OC	-5%	-11%	?	1	9%	11	6	-1%	11%	-5%	3%
37	Nc1c(C(=O)NC2CC2)sc2nc3c(c(-c4ccco4)c12)CC/C3=C/c1ccco1	5%	2%	-20%	-35*	-3%	4	2	?	10%	-23%	6.7µM*
38	C#CCOCCOCCOCCNc1nc(N2CCN(C(=O)[C@H](CCCN=C(N)N)n3cc(C(N)[C@@H](C)CC)nn3)CC2)nc(N2CCN(C(=O)[C@H](CC(N)=O)n3cc([C@@H](N)CC(N)=O)nn3)CC2)n1 (stereo partly specified)	.	2%	.	.	.	-8	1	.	2%	.	0%
39	Oc1ccc(CN2CCN(c3ncccn3)CC2)cc1	6%	4%	-17%	-2	10%	4	-7	2%	0%	0%	1%
40	CCOC(=O)CSc1ccc2nnc(-c3cccs3)n2n1	0%	8%	21%	-4	12%	-16	8	-2%	6%	-5%	0%
41	Cc1sc2ncn(CC(=O)NCC(=O)N(C)C3CCCCC3)c(=O)c2c1C	2%	-6%	?	5	2%	-9	-8	1%	.	?	3%
42	CC(C)Cc1nc(N2CCN(C(=O)C(C)C)CC2)c(C#N)c2c1CCC2	-1%	3%	1.4µM*	4	-2%	2	14	-1%	1%	-5%	-2%
43	COc1ccc(NC(=O)CSc2ccc3nnc(-c4ccccn4)n3n2)cc1	0%	11%	-9%	.	0%	-3	-12	7%	11%	3%	-1%
44	CCC(=O)c1c[nH]c(C(=O)NCc2cccs2)c1	-3%	1%	-21%	3	-3%	-4	8	-3%	2%	-9%	3%
45	COC(=O)c1cc2sc(Cl)cc2n1Cc1nc(-c2cccc(C)c2)oc1C	4%	-1%	-8%	-5	-5%	.	.	-1%	.	-1%	-8%
46	O=C(NCc1ccccc1)c1ccc(S(=O)(=O)N2CCCc3ccccc32)cc1	-2%	-7%	?	3	-9%	-5	-15	1%	-9%	-6%	1%
47	COc1ccc(/C=C/C(=O)c2ccc(NS(=O)(=O)c3ccc(C)cc3)cc2)cc1O	-2%	0%	?	0	-2%	-13	?	6µM*	-11%	?	10%
48	CC(Oc1ccccc1)C(=O)Nc1ccc(S(=O)(=O)Nc2nccs2)cc1 (stereo unspecified)	-9%	1%	3%	6	0%	-3	-1	1%	-1%	-13%	0%
49	Cc1nc(SCC(=O)NCc2ccc3c(c2)OCO3)c(C#N)c2c1CCCC2	1%	6%	15%	4	2%	6	-8	7%	0%	0%	4%

Source: PubChem BioAssay (National Center for Advancing Translational Sciences (NCATS))
